RBX1-CUL1 inh: blocks human RBX1-Cullin-1 di-ubiquitin formation | P62877+Q13616 | in vitro K48 di-Ub FRET, acceptor:donor ratio, 45 min | inhibition, % at 10 µM | 140,000 compounds, 0.6% hits; in the data active means inhibition above about 25%
Target sequence (P62877 whole entry, looked up): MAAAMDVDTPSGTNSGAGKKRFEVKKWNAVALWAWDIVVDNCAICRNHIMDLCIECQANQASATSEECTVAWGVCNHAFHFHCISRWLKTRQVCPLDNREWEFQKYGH
Target sequence (Q13616 whole entry, looked up): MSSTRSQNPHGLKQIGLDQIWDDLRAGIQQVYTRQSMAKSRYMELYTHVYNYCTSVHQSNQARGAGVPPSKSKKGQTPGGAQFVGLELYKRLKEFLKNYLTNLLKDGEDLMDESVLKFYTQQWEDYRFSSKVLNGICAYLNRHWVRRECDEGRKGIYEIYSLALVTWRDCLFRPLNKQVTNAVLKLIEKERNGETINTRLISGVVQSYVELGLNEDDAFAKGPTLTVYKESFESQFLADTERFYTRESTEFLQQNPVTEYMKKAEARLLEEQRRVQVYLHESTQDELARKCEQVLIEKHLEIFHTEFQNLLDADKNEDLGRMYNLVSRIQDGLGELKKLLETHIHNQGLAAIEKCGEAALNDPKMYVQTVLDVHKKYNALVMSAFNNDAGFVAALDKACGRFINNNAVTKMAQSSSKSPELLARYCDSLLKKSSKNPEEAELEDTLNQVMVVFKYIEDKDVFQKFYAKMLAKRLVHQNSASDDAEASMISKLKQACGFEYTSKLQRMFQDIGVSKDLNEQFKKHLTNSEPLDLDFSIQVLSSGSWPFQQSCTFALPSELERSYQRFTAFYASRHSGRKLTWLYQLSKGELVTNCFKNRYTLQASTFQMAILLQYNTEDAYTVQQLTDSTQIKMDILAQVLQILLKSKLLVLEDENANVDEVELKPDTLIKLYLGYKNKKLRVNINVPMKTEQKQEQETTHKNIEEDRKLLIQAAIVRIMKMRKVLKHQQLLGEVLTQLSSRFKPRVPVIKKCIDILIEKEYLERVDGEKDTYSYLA
* = called active by the depositor; & = joins results of further samples. Some of the compounds tested; the hit share may differ from the screen's.

smiles	RBX1-CUL1 inh
CS(=O)(=O)N1CCc2cc(C(=O)NCc3ccccc3)ccc21	13.8
COc1ccc(-c2noc(-c3ccc(N(C)CC4CCCN4C)nc3)n2)cc1 (configuration not stated)	-5.1
Fc1ccc(C2(CNc3cc(C4CCNCC4)ncn3)CCOC2)cc1 (configuration not stated)	-5.2
O=C(Cn1c(=O)c2cccn2c2ccccc21)NCc1ccccc1F	5.8
CCOC1=CC(=O)N(c2ccc(C)cc2)C1	0.3
COC(=O)C(C#N)c1nc2ccccc2nc1N1CCOCC1 (configuration not stated)	-13.0
O=C1NN=CC(=NCc2ccccc2)C1Cl (configuration not stated)	13.0
CC(=O)c1ccc(OCC(=O)NCC2Cc3c(F)ccc(-c4ccncc4)c3O2)cc1 (configuration not stated)	-4.0
Cc1ccc(F)cc1NC(=O)CSc1nnc(COc2ccccc2)n1N	3.8
CCc1ccc(NC(=O)Cn2c(=O)nc(-c3ccccc3F)c3cc(Cl)ccc32)cc1	-8.2
CC(C)c1ccc(N(CC(=O)O)S(=O)(=O)c2ccc3[nH]c(=O)c(=O)[nH]c3c2)cc1	-11.4
O=C1c2ccccc2-c2nc3nsnc3nc21	86.9*
COc1cc(NC(=O)NCC2CCN(Cc3ccc(C)cc3)CC2)cc(OC)c1OC	0.6
CCc1noc(C)c1C(=O)Nc1sc(C)c(-c2ccc(C)cc2)c1C(N)=O	7.0
Nc1cccc(Oc2ccc(F)cc2)n1	2.7
O=c1ncn(-c2cccc(Cl)c2)c2ccccc12	4.6
COc1ccc(Cn2c(CNC(=O)Cc3cccc([N+](=O)[O-])c3)nc3cccnc32)cc1	8.0
CC(=O)N1CCc2cc(S(=O)(=O)NC(Cc3ccccc3)C(=O)Nc3ccc(Cl)cc3)ccc21 (configuration not stated)	10.5
CC1CCCc2c1oc1c(c2=O)CCCC1 (configuration not stated)	-2.9
COc1ccccc1/C=C/CN1CCCC(CNS(=O)(=O)Cc2ccccc2)C1 (configuration not stated)	1.9
CCC(N)(CC)c1cn(CC2CCCN(S(=O)(=O)N(C)C)C2)nn1 (configuration not stated)	9.4
COC(=O)[C@@H]1CCCN1C(=O)C1CCN(c2nc(C)c3ccc(S(C)(=O)=O)cc3n2)CC1	7.2
CCn1c(=O)sc2cc(NS(=O)(=O)c3ccc(F)c(C)c3)ccc21	0.5
FC(F)(F)C1(C(F)(F)F)N=C2C=CC=CN2C(c2ccc(Cl)cc2)=N1	-4.8
O=C(c1nc2ccccn2c1CNCCN1CCCCC1CO)N1CCCC1 (configuration not stated)	4.9
CN(C(=O)CSc1nc2ccc(NC(=O)c3ccccc3)cc2s1)c1ccccc1	-7.8
CN1CCN(CC(=O)Nc2nnc(-c3cccs3)s2)CC1	5.2
COc1ccccc1N1CCN(S(=O)(=O)c2c(C)nc3sc(C)c(C)n3c2=O)CC1	-3.5
O=C1c2ccccc2C(=O)N1/N=C/c1ccccn1	-0.4
O=C(Nc1ccc(Cl)cc1F)c1oc(=O)c2ccccc2c1-c1ccccc1	4.0
N#Cc1c(NC(=O)C2CCCCC2C(=O)O)sc2c1CCCCCC2 (configuration not stated)	7.9
Cc1ccsc1/C=N/NC(=O)CSc1nnc(-c2ccccc2)n1-c1ccccc1	-6.5
CCOc1cc2c(cc1/C=C1\SC(=O)NC1=O)OCO2	10.3
COc1ccccc1NC(=O)N1CCN(c2ccc3nnc(-c4ccc(F)cc4)n3n2)CC1	2.2
COc1ccc(NC(=O)Cn2cc(C(=O)C3CC3)c3ccccc32)cc1	-0.8
Cc1c(C)n(Cc2ccc(Cl)cc2)c2ccc(C(=O)N3CCN(c4ccccc4F)CC3)cc12	-4.8
CCSc1nc(-c2ccccc2OC)nc2c1Cc1c(CO)cnc(C)c1O2	-0.7
CCNS(=O)(=O)c1ccc2c(c1)oc(=O)c1cc(S(=O)(=O)NCC)ccc12	13.8
O=C(CSc1nnc(CNc2ccccc2)n1-c1ccccc1)N/N=C/c1c2ccccc2cc2ccccc12	-8.0
CC(C)Cc1ccc(C(C)C(=O)Nc2cc(C(=O)Nc3ccc(F)cc3)ccc2Cl)cc1 (configuration not stated)	-1.9
COC(=O)C1C(C)=NC(=S)NC1c1ccc(SC)cc1 (configuration not stated)	-0.9
O=C1CC(c2ccccc2)=NC(Sc2ccc([N+](=O)[O-])cc2[N+](=O)[O-])=N1	-7.7
Cc1ccsc1CN(C(=O)c1oc2ccccc2c1C)C1CCS(=O)(=O)C1 (configuration not stated)	-10.3
Cc1oc(-c2ccc(NC(=O)Cc3ccccc3)cc2)nc1CNC(=O)c1ccccc1Cl	-6.7
O=C1Oc2ccccc2C(=O)C1C(c1cccc(O)c1)C1C(=O)Oc2ccccc2C1=O (configuration not stated)	12.5
CCCn1c(C)c(CC(=O)N2CCC(OC)CC2)c2c1CC(C)(C)CC2=O	-9.8
Cc1ccc(/C=C/c2nn(-c3ccccc3)c3c(=O)ccccc23)c(C)c1	-0.8
CCOc1cc(C)c(C)cc1S(=O)(=O)NC1CC(C)(C)NC(C)(C)C1	3.8
O=c1c(N2CCc3ccccc3C2)csc2ccc(Cl)cc12	-7.5
O=C(OCc1cc(=O)n2nc(C3CC3)sc2n1)c1ccc(F)cc1	-9.8

Carrying on.
Molecule	RBX1-CUL1 inh
Cc1nn2c(C(F)(F)F)cc(-c3ccc(OC(C)C)cc3)nc2c1C#N	3.3&-1.6
CC(C)c1cc(C(=O)N2CCc3[nH]nc(-c4ccc(Cl)cc4)c3C2)no1	3.9
CCOc1ccc(NC(=O)Cn2c(CCC(=O)O)ccc2-c2ccc(Cl)cc2)cc1	1.6
Cc1nc(Cl)sc1C(=O)Nc1ccc(Cl)cc1	7.8
O=C1/C(=C\c2cccs2)C(=O)N(c2ccc(Br)cc2)C(=S)N1c1ccccc1	20.3
CCOc1cc(C(=O)Nc2ccc3oc(-c4ccc(F)cc4Cl)nc3c2)cc(OCC)c1OCC	-0.7
CC(C)CNC(=O)c1cn(C(C)C)cc(C(=O)N2CCN(c3cccc(C(F)(F)F)c3)CC2)c1=O	3.5
CCn1ccnc1CNC(=O)CC(c1ccccc1)c1cccc(Cl)c1 (configuration not stated)	-5.0
COC(=O)c1ccc(NC(=O)CCS(=O)(=O)c2ccc(Br)cc2)cc1	-3.0
CCOC(=O)/C(C)=C/C1C=NC(=O)NC1=O (configuration not stated)	-6.0
COc1ccc(-c2cc(C(F)(F)F)c3c(N)c(C(=O)c4ccc(OC)c(OC)c4)sc3n2)cc1	-12.3
Cc1ccc2c(c1)C(c1ccc(F)cc1)N(C(=O)c1cccc(C(F)(F)F)c1)CC(=O)N2 (configuration not stated)	1.9
CC(C)c1ccc(OCC(O)CN2CCN(c3ccc(F)cc3)CC2)cc1 (configuration not stated)	-5.2&-6.3
COc1ccc2nc3sc(C(=O)Nc4cc(Cl)c(OC)cc4OC)cc3cc2c1	-3.2
CCn1c(-c2csc3c2CCCC3)n[nH]c1=S	-5.4
O=c1[nH]cnc2ncc(-c3ccccc3)nc12	-3.0
CCc1oc(C(N)=O)cc1Cn1ccc(-c2cccc(-c3nccs3)c2)n1	7.2
CCOc1ccccc1C1Nc2ccccc2-c2nnc(SCc3ccccc3)nc2O1 (configuration not stated)	12.1
N#CC(C#N)=NNc1ccc(Cl)c(Cl)c1	1.9
COc1ccc2c3c(c[n+](C)c2c1)sc1ccc(F)cc13	-4.7

Pulled by compound from the list above, 5 records:
Molecule	RBX1-CUL1 inh
CC(C)CNC(=O)c1cn(C(C)C)cc(C(=O)N2CCN(c3cccc(C(F)(F)F)c3)CC2)c1=O	3.5
CCOC(=O)/C(C)=C/C1C=NC(=O)NC1=O (configuration not stated)	-6.0
COC(=O)c1ccc(NC(=O)CCS(=O)(=O)c2ccc(Br)cc2)cc1	-3.0
Cc1nn2c(C(F)(F)F)cc(-c3ccc(OC(C)C)cc3)nc2c1C#N	3.3&-1.6
CCOc1ccccc1C1Nc2ccccc2-c2nnc(SCc3ccccc3)nc2O1 (configuration not stated)	12.1

Next records
Molecule	RBX1-CUL1 inh
Cc1ccc(NC(=O)CCS(=O)(=O)c2ccc3nc(C)sc3c2)cc1	8.6
O=[N+]([O-])c1ccc(N2CCCC2)cc1NCCO	-1.4
Cc1ccc(-n2nc(C)c3c(C)c(CCC(=O)NC(C)c4ccccc4)c(C)nc32)cc1 (configuration not stated)	-3.2
CCOc1ccc(-c2cc(NC(=O)c3c(F)cccc3F)c(C(=O)OC)s2)cc1	-3.3
O=C(Nc1ccc2c(c1)OCCO2)c1sc2cc(Cl)ccc2c1Cl	-1.1
Cc1ccn(-c2cc(-c3ccccc3)cc(-n3ccc(C)n3)n2)n1	5.3
Cc1ccc(-c2csc3nc(SCC(=O)N4CCOCC4)n(-c4ccccc4)c(=O)c23)o1	-10.8
O=[N+]([O-])c1cc(Br)c(O)c(/C=N/n2c(-c3ccccc3)n[nH]c2=S)c1	3.8
Cc1ccc(NC(=O)CSc2nnc(-c3ccc(NC(=O)c4ccccc4C)cc3)n2C)cc1	1.3
COc1ccc(Cn2c(SCc3ccc(C(=O)NCc4cccs4)cc3)nc3cccnc32)cc1	2.6
O=C(O)c1ccccc1C(=O)NNc1ccc([N+](=O)[O-])cc1	-7.6
CC(=O)Oc1cc(C(=O)Nc2ccc(Oc3ccccc3)cc2)cc(OC(C)=O)c1OC(C)=O	38.5*
Cc1csc2nc(COC(=O)c3ccccc3NC(=O)c3ccc(C(C)(C)C)cc3)cc(=O)n12	1.2
CCOc1ccc(C(=O)NCCc2ccccc2)cc1S(=O)(=O)N1CCCCCC1	6.1
COc1ccc(Cc2nnc(NC(=O)CSc3ccccc3)s2)cc1OC	9.6
COC1CCCN(Cc2cnc(S(C)(=O)=O)n2Cc2ccccc2F)C1 (configuration not stated)	11.8
Cn1ccnc1C(=O)Cc1ccc([N+](=O)[O-])cc1	-3.5
CC(C)(C)C(=O)Cn1nc([N+](=O)[O-])nc1Br	1.1
Cc1cccc(N2C(=O)CS(=O)(=O)C23C(=O)N(Cc2c(F)cccc2Cl)c2ccccc23)c1 (configuration not stated)	5.6
CCOc1cc(/C=c2\sc3nc4cc(C)c(C)cc4n3c2=O)ccc1O	-11.6
CCc1nn(CC(=O)NCCc2ccc(OC)cc2OC)c(=O)c2cc3c(OC)cccc3n12	7.2
CCC(=O)N1CCc2cc(CNS(=O)(=O)c3cc(OC)ccc3OC)ccc21	7.5
CCOC(=O)c1cccc(NC(c2nnc(-c3ccccc3)o2)c2ccccc2F)c1 (configuration not stated)	-6.2
Cc1ccc(C2=NN(CCC(=O)NCCc3cccc(C)c3)C(=O)CC2)cc1	7.6
CCOc1ccc(Nc2c3c(nc4nncn24)CCC3)cc1	-1.7
COCCN(C)C(=O)c1cccc(-n2cc(NC(=O)Cc3cccc(C)c3)cn2)c1	-0.1
Cc1ccc(NC(=O)C2COc3ccccc3O2)cc1C (configuration not stated)	-6.4
Cc1ccc(C)c(N2CCN(C(=O)C3CCN(c4nc(-c5ccc(C(C)C)cc5)no4)CC3)CC2)c1	-10.3
CCCCOc1ccc(C(=O)NCCc2csc3nc(-c4ccccc4F)nn23)cc1	8.0
CCOC(=O)c1ccc(NC(=O)Cn2cc(S(=O)(=O)Cc3ccccc3F)c3ccccc32)cc1	0.5
Nc1nc[nH]c(=O)c1N=Cc1ccc(O)cc1	-0.7
CCCCN(CC)CCCNC(=O)c1nn(-c2ccc(OC)cc2)c(=O)c2c1c1ccccc1n2C	-1.0
COc1ccc(CNC(=O)c2sc3nc4n(c(=O)c3c2C)CCCCC4)cc1	21.9
CCCCC(=O)N/N=C/c1cc([N+](=O)[O-])ccc1N1CCOCC1	6.3
CCc1nnc2c(Nc3cc(OC)c(Cl)cc3OC)nc3ccccc3n12	3.8
CC(=O)C(C(C)=O)C1=C(Cl)C(=O)C(=O)c2c(C(=O)c3ccc(C)cc3)coc21	79.4*
CCCCOc1cccc(C(=O)NC(=S)Nc2ccc(Cl)cc2)c1	0.8
CCOc1cc(C#N)c(-n2nnc3c(sc4nc(C)cc(C)c43)c2=O)cc1OCC	-4.0
Cc1ccc(C(=O)NC(=S)N(C)c2ccccc2)cc1	9.1
CCOC(=O)c1ccc(NC(=O)C2C(C)=Nc3nc(SCc4ccc(Cl)cc4)nn3C2c2ccc(C)cc2)cc1 (configuration not stated)	-0.8

An excerpt from above in order of the RBX1-CUL1 inh value, falling:
Molecule	RBX1-CUL1 inh
CC(=O)C(C(C)=O)C1=C(Cl)C(=O)C(=O)c2c(C(=O)c3ccc(C)cc3)coc21	79.4*
COc1ccc(CNC(=O)c2sc3nc4n(c(=O)c3c2C)CCCCC4)cc1	21.9
Cc1ccc(C2=NN(CCC(=O)NCCc3cccc(C)c3)C(=O)CC2)cc1	7.6
CCC(=O)N1CCc2cc(CNS(=O)(=O)c3cc(OC)ccc3OC)ccc21	7.5
Nc1nc[nH]c(=O)c1N=Cc1ccc(O)cc1	-0.7
CCOc1ccc(Nc2c3c(nc4nncn24)CCC3)cc1	-1.7

Next part
Molecule	RBX1-CUL1 inh
Cc1oc2ccc(O)c(CN3CCN(C)CC3)c2c1C(=O)Nc1cccc(Cl)c1C	-7.5
O=C(Oc1cc(=O)n(-c2ccccc2)c2c1CCCC2)c1ccccc1	4.9
CC(C)(C)C(=O)NC(=S)Nc1cc(C(=O)O)ccc1Cl	3.2
CN1CCN(/N=C/c2ccc(Cl)c(Cl)c2)CC1	-11.1
COc1cccc(CNC(=O)c2cc(-c3ccc(Cl)cc3)n[nH]2)c1	-2.0
CCOC(=O)c1cnc(NCc2ccc(OC)cc2OC)c2ccccc12	-6.1
O=C(Nc1ccccc1)c1ccc(CN2CCCCC2)cc1	2.6
Cc1ccc(-c2cc(C(=O)NCc3ccco3)no2)cc1	-6.2
O=C1c2ccsc2CCc2sccc21	3.9
Cc1ccsc1CN(C(=O)c1ccc(Br)cc1)C1CCS(=O)(=O)C1 (configuration not stated)	-6.4
Cc1ccc(CCC(=O)N2CCc3ccccc3C2)cc1	12.4

Screening data from PubChem BioAssay.
